Assay outcomes as filed in PubChem BioAssay.
PI4K2A block: inhibitors of human PI4K2A | activity change, negative = inhibition, % at 76.9 µM | purified PI4K2A, ADP-Glo luminescence, 1 h; stronger effect = lower value | hit rate 0.13% among 420,000 | Q9BTU6; in the data active means activity change below about -50%;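 further: -100% = wells without enzyme as full effect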
Target sequence (Q9BTU6 whole entry, looked up): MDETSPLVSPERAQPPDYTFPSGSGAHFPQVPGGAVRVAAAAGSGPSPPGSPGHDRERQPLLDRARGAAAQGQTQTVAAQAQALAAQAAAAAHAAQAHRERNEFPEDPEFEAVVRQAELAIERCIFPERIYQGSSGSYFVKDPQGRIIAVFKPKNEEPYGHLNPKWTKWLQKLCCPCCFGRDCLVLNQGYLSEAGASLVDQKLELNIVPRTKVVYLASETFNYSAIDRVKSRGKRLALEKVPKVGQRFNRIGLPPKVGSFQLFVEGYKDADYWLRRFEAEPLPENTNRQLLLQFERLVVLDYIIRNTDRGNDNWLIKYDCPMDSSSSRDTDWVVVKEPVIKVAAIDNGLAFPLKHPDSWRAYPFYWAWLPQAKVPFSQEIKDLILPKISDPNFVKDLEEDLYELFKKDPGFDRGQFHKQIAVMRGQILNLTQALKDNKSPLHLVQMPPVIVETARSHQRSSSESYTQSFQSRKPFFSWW
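ADP-Glo luminescence measured ADP generated by PI4K2A enzyme (4 ug/mL before mixing) with 1.2 mM PI substrate (pre-mix) and 300 microM ATP (pre-mix). Tris pH7.5 buffer with MgCl2, Triton X-100; 1 h reaction at ambient temperature.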
Active calls of the source: *. These rows are one share of the data; the hit share may differ from the screen's.

compound	PI4K2A block
Cc1ccccc1CN1CCCCC(NC(=O)C2CCC2)C1=O (configuration not stated)	-5
CC(C)C[C@@H]1COc2cc(Br)ccc2S(=O)(=O)N1Cc1cn(Cc2ccco2)nn1	-5
COC(=O)c1ccc(Cn2ccc3ccc(-c4ccc5ccn(C(=O)c6ccccc6C)c5c4)cc32)cc1	0
CCN(CC)C(=O)CC[C@H]1CC[C@]2(CCCN(C(=O)c3ccc4ccccc4n3)C2)O1	-2
COc1ccc(-n2c(SCC(=O)NNC(=S)Nc3ccccc3)nc3ccccc3c2=O)cc1	12
CCC[C@@H](/C=C/C(=O)OC(C)(C)C)Sc1ccc(N)cc1	-3
O=C(CCc1ccccc1)N[C@H]1[C@@H](OC(=O)c2cnccn2)CCC[C@]12C(=O)N(Cc1ccccc1)c1ccccc12	-3
CCCCN1CCN(C(=O)c2ccc3c(c2)NC(=O)C(C)(C)O3)CC1	-3
CCOC(=O)[C@@]12CCCC3=C1N(CCC3)C(=O)[C@H]2CC(=O)N1CCN(C(=O)C2CC2)CC1	4
COC(=O)c1cc(-c2ccccc2OC)c(=O)n2c1CCC2	1
COC(=O)[C@@]12CCCCC3=C1N(CCC3)C(=O)[C@H]2CC(=O)NCCCCc1ccccc1	-14
COC(=O)[C@]12CCCCC=C1N(Cc1ccc(OC)cc1)C(=O)[C@@H]2CC(=O)N1CCOCC1	2
COc1ccccc1C(=O)NC1CCCCN(Cc2cccc(C(F)(F)F)c2)C1=O (configuration not stated)	5
C[C@H]1C2CC(OC(=O)NCCCc3ccccc3)C(C2)[C@H]2CCCCN21 (some centres not stated)	-4
Cn1c(SC2CCCC2)nnc1-c1ccco1	-6
CN1CC(=O)N2[C@@H](C[C@]3(c4c[nH]c5ccccc45)c4ccccc4N(S(=O)(=O)c4ccccc4)[C@H]23)C1=O	1
CC(C)C(=O)Nc1cccc(C2CN3CCSC3=N2)c1 (configuration not stated)	-2
COC(=O)[C@]12C[C@H](CC(=O)NCC34CC5CC(CC(C5)C3)C4)C(=O)N(CCc3ccc(OC)c(OC)c3)C1=C[C@H](COCc1ccccc1)O[C@@H]2C	0
Cc1cc(OCCOCC[N+](C)(C)Cc2ccccc2)ccc1C(C)(C)CC(C)(C)C	-2
CCc1ccc(CCNC(=O)OCCCN2CCC3(CCC(c4ccccc4)CC3)C2=O)cc1 (configuration not stated)	-2
CCCC1CCC2(CC1)CCC2OC(=O)Nc1cc(C)cc(C)c1 (configuration not stated)	2
COc1ccc(-n2c(COc3ccccc3)nnc2SCC(=O)Nc2ccc3c(c2)OCCO3)cc1	-4
C=CC[C@@]1(c2ccc(Br)cc2OC)Oc2ccccc2-c2nccnc21	4
CCCCCc1ccc(NC(=O)O[C@@H]2CC[C@@]34CCCN3C(=O)CCC[C@H]4C2)cc1	-1
CCn1cc(C(=O)N2CCN(Cc3ccc(C)cc3)CC2)c(=O)c2ccc(C)nc21	0
Cc1ccc(-n2c(SCC(=O)Nc3cccc4ccccc34)nnc2-c2ccco2)cc1	-9
O=C(Nc1ccc(C(F)(F)F)cc1)OC1CCC12CCC(c1ccccc1)CC2 (configuration not stated)	0
S=C(Nc1cccc(Br)c1)OC1CCC12CCC(c1ccccc1)CC2 (configuration not stated)	4
COC(=O)[C@]12C[C@H](CC(=O)N3CCN(C(=O)C4CC4)CC3)C(=O)N(Cc3ccc(Cl)cc3Cl)C1=C[C@H](COCc1ccccc1)O[C@@H]2C	0
CCC(C)(C)C(=O)N1CCc2cc(S(=O)(=O)N(C)Cc3ccco3)ccc21	-7
CCCCCCOC(=O)NC(=N)c1ccc(NCc2nc3cc(C(=O)N(CCC(=O)OCC)c4ccccn4)ccc3n2C)cc1	-1
CCOc1ccc(-n2c(SCC(=O)Nc3ccc4cn[nH]c4c3)nnc2-c2ccncc2)cc1	5
O=C(Nc1ccc(F)cc1)OCc1cn(Cc2ccccc2)nn1	-3
CC(=O)c1cc(-c2cc(C(F)(F)F)cc(C(F)(F)F)c2)c(=O)n2c1CCC2	2
O=S(=O)(CC1NCc2ccccc21)NC1CCCC1 (configuration not stated)	0
CCc1ccc(-n2ncc(Cl)c(Oc3ccc(OC)cc3)c2=O)cc1	2
O=C(CN1CCN(Cc2ccccc2)CC1)N/N=C\c1ccccc1[N+](=O)[O-]	1
COc1ccc(F)cc1-c1cc(C(C)=O)c2n(c1=O)CCC2	-2
C[C@H]1[C@@H](N)CC[C@@]23CCCN2C(=O)CCC[C@@H]13	-5
COc1ccc(CN[C@@H]2CC[C@@]34CCCN3C(=O)CCC[C@H]4C2)cc1OC	-2
Cc1cc(N2CCC[C@@H]2C)nc2ccccc12	-4
Cc1ccc(C=Nn2c(-c3n[nH]c4c3CCC4)n[nH]c2=S)s1	-5
N#Cc1ccc(/C=C2\CC3(OC(=O)C4CCCC4)CCCN2C3)cc1 (configuration not stated)	-3
COc1ccc(C(C(=O)N(C)C2CCCC2)N(Cc2ccc(F)cc2)C(=O)c2cc(C)on2)cc1OC (configuration not stated)	4
COc1ccc(Cn2ccc3ccc(-c4ccc5ccn(C(=O)c6cccc(OC)c6)c5c4)cc32)cc1	3
COC(=O)[C@]12C[C@H](CC(=O)NCc3ccccc3)C(=O)N(Cc3ccc(Cl)cc3Cl)C1=C[C@H](C(C)(C)C)O[C@@H]2C	-4
CCCCCCCCNS(=O)(=O)CC1NCc2cc(OC)ccc21 (configuration not stated)	-5
COc1cc(NC(=O)c2ccccc2)c(C)cc1NC(=O)CSc1nnc(-c2ccco2)n1Cc1ccco1	-4
COC(=O)[C@]12C[C@H](CC(=O)N3CCCC3)C(=O)N(Cc3ccccc3)C1=C[C@H](COCc1ccccc1)O[C@@H]2C	0
CN(C)c1cccc(/C=C2\CC3(OC(=O)c4cccc(F)c4)CCCN2C3)c1 (configuration not stated)	-6
CCC(=O)N1CCC(C(=O)NC2CCCc3ccccc32)CC1 (configuration not stated)	1
C[C@@H]1Cc2cc(O)c(O)c(O)c2C(=O)O1	-6
CCCCNC(=O)C1CCCN1C(=O)Nc1ccc2c(c1)OCO2 (configuration not stated)	-4
CCCC[C@H]1C2CC(OC(=O)NCCCc3ccccc3)C(C2)[C@H]2CCCCN21 (some centres not stated)	-3
COC(=O)C[C@@H]1CC[C@H]2[C@@H](COc3ccc(NC(=O)NC(C)C)cc3C(=O)N2C)O1	-3
Cc1cc(NS(=O)(=O)c2ccc(NC(=O)CSc3nnc(-c4ccco4)n3-c3ccc(Cl)cc3)cc2)nc(C)n1	-4

(cont.)
compound	PI4K2A block
N#CCC[C@H]1CC[C@]2(CCCN(Cc3ccc(Cl)cc3)C2)O1	1
Cc1ccc(NC(=O)OCCCN2C(=O)CCC23CCC(C)CC3)cc1C (configuration not stated)	-4
COC(=O)[C@]12C[C@H](CC(=O)N3CCCCC3)C(=O)N(CCc3ccc(OC)c(OC)c3)C1=C[C@H](C1CCCC1)O[C@@H]2C	-2
COC(=O)[C@]12C[C@H](CC(=O)N3CCC(c4ccccc4)CC3)C(=O)N(Cc3cccc4ccccc34)C1=C[C@H](C(C)(C)C)O[C@@H]2C	-6
CN1CCCN(C(=O)C2CCCN(C(=O)c3ccc4c(c3)NC(=O)CS4)C2)CC1 (configuration not stated)	6
S=C(NCC1CCCCC1)OC1CCC12CCC(c1ccccc1)CC2 (configuration not stated)	1
CCCCCN1CCCCC(NC(=O)c2ccccc2C)C1=O (configuration not stated)	2
O=C(NCc1ccc(C(F)(F)F)cc1)O[C@H]1CC[C@@]23CCCN2C(=O)CCC[C@H]3C1	-4

14 structures from above, arranged by molar mass, low to high.
compound	PI4K2A block
C[C@@H]1Cc2cc(O)c(O)c(O)c2C(=O)O1	-6
CCC(=O)N1CCC(C(=O)NC2CCCc3ccccc32)CC1 (configuration not stated)	1
N#CCC[C@H]1CC[C@]2(CCCN(Cc3ccc(Cl)cc3)C2)O1	1
CCCCNC(=O)C1CCCN1C(=O)Nc1ccc2c(c1)OCO2 (configuration not stated)	-4
S=C(NCC1CCCCC1)OC1CCC12CCC(c1ccccc1)CC2 (configuration not stated)	1
Cc1ccc(NC(=O)OCCCN2C(=O)CCC23CCC(C)CC3)cc1C (configuration not stated)	-4
CN(C)c1cccc(/C=C2\CC3(OC(=O)c4cccc(F)c4)CCCN2C3)c1 (configuration not stated)	-6
CN1CCCN(C(=O)C2CCCN(C(=O)c3ccc4c(c3)NC(=O)CS4)C2)CC1 (configuration not stated)	6
COC(=O)C[C@@H]1CC[C@H]2[C@@H](COc3ccc(NC(=O)NC(C)C)cc3C(=O)N2C)O1	-3
O=C(NCc1ccc(C(F)(F)F)cc1)O[C@H]1CC[C@@]23CCCN2C(=O)CCC[C@H]3C1	-4
COc1cc(NC(=O)c2ccccc2)c(C)cc1NC(=O)CSc1nnc(-c2ccco2)n1Cc1ccco1	-4
COC(=O)[C@]12C[C@H](CC(=O)N3CCCC3)C(=O)N(Cc3ccccc3)C1=C[C@H](COCc1ccccc1)O[C@@H]2C	0
Cc1cc(NS(=O)(=O)c2ccc(NC(=O)CSc3nnc(-c4ccco4)n3-c3ccc(Cl)cc3)cc2)nc(C)n1	-4
COC(=O)[C@]12C[C@H](CC(=O)N3CCC(c4ccccc4)CC3)C(=O)N(Cc3cccc4ccccc34)C1=C[C@H](C(C)(C)C)O[C@@H]2C	-6

Later entries.
compound	PI4K2A block
COc1ccc2cc(-c3cccc4[nH]cc(C)c34)ccc2c1	-1
C=CCN1C(=O)[C@H](CC(=O)NCCC(C)C)[C@@]2(C(=O)OCC)CCCC=C12	0
CC1=C[C@]2(CN(CC3CC3)C3=N[C@H](c4ccccc4)CC(=O)N32)n2c(=O)n(-c3ccccc3)c(=O)n2C1	-2
CC(C)CN1C(=O)[C@@]2(CC(=O)N(C)C2c2ccccc2)c2cc(-n3cc(CCc4ccccc4)nn3)ccc21 (some centres not stated)	-5
CN1c2ccc(C#CC3CC3)cc2[C@@H]2[C@@H](CCN2C(=O)C2CCOCC2)[C@H]1CO	-2
NC(=O)c1cc[n+](CC2=C(C(=O)[O-])N3C(=O)[C@@H](NC(=O)Cc4cccs4)[C@H]3SC2)cc1	0
COc1ccc(CN2C/C(=C/C3=CCCCC3)N(C(=O)OCc3ccccc3)C2=N)c(OC)c1	-4
O=C1Cc2cc(Cl)ccc2N1	0

Ordered by heavy-atom count (high to low): part of the list above
compound	PI4K2A block
CC(C)CN1C(=O)[C@@]2(CC(=O)N(C)C2c2ccccc2)c2cc(-n3cc(CCc4ccccc4)nn3)ccc21 (some centres not stated)	-5
CC1=C[C@]2(CN(CC3CC3)C3=N[C@H](c4ccccc4)CC(=O)N32)n2c(=O)n(-c3ccccc3)c(=O)n2C1	-2
C=CCN1C(=O)[C@H](CC(=O)NCCC(C)C)[C@@]2(C(=O)OCC)CCCC=C12	0

(more compounds)
compound	PI4K2A block
O=C(CSc1nnc(SCc2cccc3ccccc23)s1)Nc1ccccc1-c1ccccc1	-2
CCCCNC(=O)C1CCCN1C(=O)Nc1ccc(Cl)cc1 (configuration not stated)	2
O=C(CN(CCc1ccccc1)S(=O)(=O)c1ccc(F)cc1)N1CCOCC1	0
CC1CCC2(CCC(=O)N2C[C@@H](O)c2ccccc2)CC1 (some centres not stated)	1
CCCC(=O)N1CCC[C@]2(CC[C@@H](CCC(C)=O)O2)C1	-2
COc1ccc(CNS(=O)(=O)/C=C/c2ccc(F)cc2CNC(=O)OC(C)(C)C)cc1	-2
COc1ccc(/C=N\NC(=O)CN2CCN(Cc3ccccc3)CC2)cc1OCc1ccccc1	5
O=C(NCc1ccco1)C1CCCN(S(=O)(=O)c2ccc([N+](=O)[O-])cc2)C1 (configuration not stated)	1
COc1ccc(NC(=O)Nc2ccccc2C(=O)N2CCCC2)cc1OC	3
COc1ccc(CN2CN3Cc4ccc(C)cc4C3CS2(=O)=O)cc1 (configuration not stated)	-1
CCCCCCNC(=O)C1CSCCS(=O)(=O)N1Cc1ccccc1 (configuration not stated)	-1
CCOCCn1c(C2CCN(CCc3ccc(C(C)(C)C(=O)O)cc3)CC2)nc2ccccc21	-3
CC(C)[C@H](N)C(=O)N1CCC[C@@H]1C(=O)N1CCC2CCN(S(=O)(=O)c3ccccc3)CC21 (some centres not stated)	-4
O=C(NCc1ccccc1)O[C@@H]1CC[C@@]23CCCN2C(=O)CCC[C@H]3C1	-3
CC(C)NC(=O)NC1CCN(CC(=O)Nc2ccc3c(c2)OCCO3)CC1	2
CC(C)CN1C(=O)C[C@@]2(C(=O)N(C)c3ccc(NC(=O)C(F)(F)F)cc32)C1c1ccccc1 (some centres not stated)	-2
CCC(NC(=O)Cn1c(-c2ccccc2)cc(C(C)=O)c1C)c1ccccc1 (configuration not stated)	-8
C=CCN1C(=O)[C@@H](CC(=O)NCCCC)[C@]2(C(=O)OC)CCCCC=C12	2
COCCCNC(=O)C[C@H]1C[C@@]2(C(=O)OC)C(=C[C@H](C3CCCC3)O[C@@H]2C)N(CCc2ccc(OC)c(OC)c2)C1=O	0
Cc1ccc2c(c1)C1CS(=O)(=O)N(Cc3ccc(F)cc3)CN1C2 (configuration not stated)	-1
C[C@H]1[C@@H](OC(=O)Nc2ccc(C#N)cc2)CC[C@@]23CCCN2C(=O)CCC[C@@H]13	0
C=CCn1c(COc2ccc(Cl)cc2)nnc1SCC(=O)c1ccccc1	-5
O=C(OC12CCCN(C1)/C(=C/c1ccc(Cl)cc1)C2)c1ccccc1 (configuration not stated)	-1
O=[N+]([O-])c1cccc(C2=Nn3c(nnc3-c3ccccc3)SC2)c1	3
Cc1ccc(-n2c(SC/C=C/c3ccccc3)nnc2-c2cccs2)cc1	-2
COC(=O)c1cccc(N2C(=O)C[C@](Sc3ccc(OC)cc3)(C(=O)N3CCOCC3)[C@H]2c2ccc(OC)cc2)c1	-3
CC(C)=CCC/C(C)=C/C[C@]12C[C@H](C(=O)O)N(C(=O)OC(C)(C)C)[C@@H]1N(C(=O)OC(C)(C)C)c1ccccc12	0
CC[C@H](CCC(=O)N(c1ccccc1)c1ccccc1)c1ccc(C)cc1	-2
